Yp Topo-I inh = inhibitors of Yersinia pestis topoisomerase I. Y. pestis Topo-I cleavage product accumulation, plate reader. activity, % at 10 µM. actives 0.064% (n = 360,000). AID 504884; in the data active = activity above about 50%, passing the limit was not always enough; inconclusive = no clear call, values can overlap the other calls; note: inactives centre near 2
VHR inh abs = inhibitors of human VHR1 phosphatase (DUSP3). P51452. recombinant VHR phosphatase, pNPP absorbance. inhibition, % at 13.3 µM. actives 0.52% (n = 290,000). AID 1654; in the data active = inhibition above about 50%; note: some compounds called inactive have numbers as strong as hits
CCHFV vOTU inh = blocks the CCHF virus ovarian tumor domain protease | CCHFV vOTU protease, Pep-AMC fluorescence | inhibition, % at 11.5 µM | actives 0.55% (n = 370,000); in the data active = inhibition above about 30%; note: 0% = vehicle wells with enzyme and 100% = no enzyme wells
SSB-PriA inh = K. pneumoniae PriA-SSBct interaction inhibition. inhibition, % at 33 µM. actives 0.6% (n = 430,000). AlphaScreen SSBct-PriA binding, biotinylated peptide; in the data active = inhibition mostly above about 37%, no sharp cut-off; inactive = mostly below about 20%;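 note: plate controls were negative control peptide for no effect and reference peptide for full effect; strong numbers were not always called active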
Vc quorum ag = induces V. cholerae light production without autoinducers. V. cholerae BH1578 lux reporter, luminescence, 6 h. activation, % at 18.7 µM. actives 0.16% (n = 350,000). AID 588436; in the data active = activation mostly above about 9.7%, no sharp cut-off; inconclusive = no clear call, values can overlap the other calls; inactive = mostly below about 3.7%; note: not every result past the cut was called active; inactives centre near 0; reference of the scale not given here
TcdB inh = blocks C. difficile toxin B glycohydrolase activity; P18177; TcdB glycohydrolase enzymatic assay, plate reader; inhibition, % at 9.99 µM; actives 0.24% (n = 350,000); AID 652162; in the data active = inhibition above about 10%
Target sequence (P18177 whole entry, looked up): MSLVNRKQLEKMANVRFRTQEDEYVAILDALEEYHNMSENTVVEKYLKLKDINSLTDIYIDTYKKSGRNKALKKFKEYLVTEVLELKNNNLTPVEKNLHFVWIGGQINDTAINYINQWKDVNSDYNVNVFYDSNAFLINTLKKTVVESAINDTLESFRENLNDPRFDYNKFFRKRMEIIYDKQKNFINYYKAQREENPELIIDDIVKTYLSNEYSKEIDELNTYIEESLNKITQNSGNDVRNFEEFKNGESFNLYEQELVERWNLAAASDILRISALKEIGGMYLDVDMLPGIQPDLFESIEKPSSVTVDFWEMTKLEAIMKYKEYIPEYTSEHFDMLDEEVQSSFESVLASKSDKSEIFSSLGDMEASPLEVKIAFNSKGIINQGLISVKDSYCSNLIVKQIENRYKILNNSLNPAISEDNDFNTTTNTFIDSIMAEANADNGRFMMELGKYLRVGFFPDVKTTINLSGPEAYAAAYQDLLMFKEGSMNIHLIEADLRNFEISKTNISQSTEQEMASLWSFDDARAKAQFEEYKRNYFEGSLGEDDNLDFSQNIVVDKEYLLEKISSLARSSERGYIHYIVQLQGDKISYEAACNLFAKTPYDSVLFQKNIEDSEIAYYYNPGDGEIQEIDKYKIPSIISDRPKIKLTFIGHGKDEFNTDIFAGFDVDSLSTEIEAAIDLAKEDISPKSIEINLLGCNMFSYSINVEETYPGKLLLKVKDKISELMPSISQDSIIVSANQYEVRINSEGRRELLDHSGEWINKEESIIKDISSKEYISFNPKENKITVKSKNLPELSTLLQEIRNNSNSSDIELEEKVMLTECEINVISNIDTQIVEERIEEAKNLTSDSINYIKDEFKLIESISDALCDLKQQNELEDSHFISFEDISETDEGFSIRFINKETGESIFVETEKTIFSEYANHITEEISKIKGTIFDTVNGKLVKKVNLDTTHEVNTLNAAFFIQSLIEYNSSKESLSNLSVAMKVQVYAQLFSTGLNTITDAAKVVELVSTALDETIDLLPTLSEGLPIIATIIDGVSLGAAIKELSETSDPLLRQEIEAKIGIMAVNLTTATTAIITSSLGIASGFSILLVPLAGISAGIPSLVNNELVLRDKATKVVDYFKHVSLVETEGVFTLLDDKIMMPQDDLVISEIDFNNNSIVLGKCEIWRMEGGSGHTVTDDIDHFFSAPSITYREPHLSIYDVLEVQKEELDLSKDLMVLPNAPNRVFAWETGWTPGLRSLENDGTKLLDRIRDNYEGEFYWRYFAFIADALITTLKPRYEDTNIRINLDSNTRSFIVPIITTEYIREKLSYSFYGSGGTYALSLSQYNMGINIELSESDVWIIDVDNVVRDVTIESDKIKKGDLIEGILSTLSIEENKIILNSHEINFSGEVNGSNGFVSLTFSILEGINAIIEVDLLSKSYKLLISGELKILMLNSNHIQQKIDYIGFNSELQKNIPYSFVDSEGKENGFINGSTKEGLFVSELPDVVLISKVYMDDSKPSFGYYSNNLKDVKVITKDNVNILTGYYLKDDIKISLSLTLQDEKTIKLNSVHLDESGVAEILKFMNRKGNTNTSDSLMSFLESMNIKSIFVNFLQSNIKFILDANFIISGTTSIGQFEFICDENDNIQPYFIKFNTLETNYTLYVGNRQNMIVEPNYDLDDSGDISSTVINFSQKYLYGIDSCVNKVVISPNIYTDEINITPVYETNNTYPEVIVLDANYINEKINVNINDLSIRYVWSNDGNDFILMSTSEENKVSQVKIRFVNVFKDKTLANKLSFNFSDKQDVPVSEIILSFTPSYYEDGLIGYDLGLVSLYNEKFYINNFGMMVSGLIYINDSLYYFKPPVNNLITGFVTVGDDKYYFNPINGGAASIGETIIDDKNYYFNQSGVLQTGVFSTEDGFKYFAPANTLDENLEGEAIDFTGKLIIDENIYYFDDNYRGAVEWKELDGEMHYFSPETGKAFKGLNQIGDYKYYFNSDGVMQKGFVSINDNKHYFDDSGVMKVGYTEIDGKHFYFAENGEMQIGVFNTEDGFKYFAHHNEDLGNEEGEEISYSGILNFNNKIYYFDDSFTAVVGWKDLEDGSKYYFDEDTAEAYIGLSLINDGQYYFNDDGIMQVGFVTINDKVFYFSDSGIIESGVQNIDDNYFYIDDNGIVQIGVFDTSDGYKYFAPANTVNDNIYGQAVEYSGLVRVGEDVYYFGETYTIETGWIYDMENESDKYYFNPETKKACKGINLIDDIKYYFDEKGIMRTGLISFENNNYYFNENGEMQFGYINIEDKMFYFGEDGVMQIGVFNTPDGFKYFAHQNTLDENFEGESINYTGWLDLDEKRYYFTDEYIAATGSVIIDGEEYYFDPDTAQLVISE
3CLpro inhibitor = SARS-CoV 3CLpro protease inhibition. P0C6X7. recombinant SARS-CoV 3CLpro, quenched FRET peptide cleavage. inhibition, % at 6 µM. actives 0.14% (n = 290,000); in the data active = inhibition above about 12%
BoNT A protease = inhibitors of Botulinum neurotoxin A light chain protease. multiplex microsphere protease substrate cleavage, flow cytometry. inhibition, % at 10 µM. actives 0.17% (n = 360,000); note: plate controls were buffer without enzyme for full effect and enzyme alone for no effect
Anthrax LF prot = anthrax lethal factor protease inhibition; P15917; multiplex microsphere protease cleavage assay, LF; inhibition, % at 10 µM; actives 0.12% (n = 360,000); note: plate controls were buffer without enzyme for full effect and enzyme alone for no effect
PfHsp40 rescue = compounds rescuing yeast from Plasmodium falciparum HSP40 toxicity | S. cerevisiae expressing PfHsp40, growth rescue, ATP luminescence | growth rescue, % at 12.5 µM | actives 0.68% (n = 340,000) | AID 504582; in the data active = growth rescue above about 28%, passing the limit was not always enough; inconclusive = no clear call, values can overlap the other calls;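 note: yeast W303a lacking pdr1 and pdr3 grown in galactose medium; growth measured after three days at 30 °C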
Active calls of the source: *; i = inactive; ? = inconclusive; / = not tested or not shown. Cut-off read from the data, not from the text of the source, unless noted: active = inhibition above about 30%; inconclusive = no clear call, values can overlap the other calls; inactive = below that. The list is partial; rates above refer to the full screens.

SMILES | Yp Topo-I inh | VHR inh abs | CCHFV vOTU inh | SSB-PriA inh | Vc quorum ag | TcdB inh | 3CLpro inhibitor | BoNT A protease | Anthrax LF prot | PfHsp40 rescue
COCC1CCN(Cc2nc(-c3ccc4c(c3)OCO4)no2)C1 (configuration not stated) | 4.5 | 25.2 | -12.3 | -2.9 | i | 1.1 | 0.0 | -0.3 | -0.8 | -0.9
O=C(NCCc1cn2ccccc2n1)c1cc(COc2ccc3ncccc3c2)on1 | 10.4 | -3.9 | 13.7 | 7.6 | -0.1 | 2.4 | -4.8 | -0.3 | -1.6 | 1.1
c1ccc(CSc2nnc(-c3ccncc3)o2)cc1 | 1.4 | 3.5 | -7.5 | -16.3 | -2.4 | / | 1.8 | 2.4 | 2.8 | -1.3
CSC1=C(C#N)C(c2cccc(Br)c2)CC(=O)N1 (configuration not stated) | -2.9 | 38.9 | -2.1 | 5.0 | i | / | -2.9 | -1.1 | -4.4 | -0.4
C/C(O)=c1/ccc2cccc3nc(C)nc1c23 | -6.8 | 41.4 | 5.7 | / | -5.3 | / | 3.1 | 17.2 | 10.8 | 0.8
O=C(COc1ccc(Cl)cc1)N1CCN(c2ccc([N+](=O)[O-])c(N3CCOCC3)c2)CC1 | 15.7 | 7.8 | 2.7 | 7.6 | -0.2 | 0.2 | 3.1 | -0.5 | -0.8 | 0.2
Cc1cc(C)c(OCCCCCNCCO)c(C)c1 | 5.2 | -5.8 | 1.9 | -3.5 | -0.3 | 0.6 | -1.5 | ? | -3.7 | 0.3
COc1ccc(CCN2C(=O)C3C4C=CC(C3C2=O)C2C(=O)N(CCc3ccc(OC)c(OC)c3)C(=O)C42)cc1OC (configuration not stated) | 8.6 | -29.5 | / | 1.5 | i | 1.4 | 3.9 | 2.1 | -5.0 | 1.3
CCOC(=O)C1=C(c2ccccc2)OC(N)=C(C#N)C1C(C)C (configuration not stated) | 9.6 | 5.0 | 5.5 | -15.4 | i | / | 1.1 | 0.0 | -2.1 | -0.9
O=C(CSc1n[nH]c(-c2ccco2)n1)Nc1ccccc1Cl | -2.7 | -46.4 | 0.7 | -8.4 | -0.2 | 8.2 | -3.4 | -0.9 | 5.7 | 0.7
O=C(Nc1nncs1)c1ccc(N2C(=O)C3C4C=CC(C4)C3C2=O)cc1 (configuration not stated) | -0.9 | 2.9 | 2.3 | -12.0 | i | / | -0.5 | -0.6 | 1.9 | -0.7
COCCCNC(=O)c1ccc(Cn2c(=O)c3ccccc3n(Cc3ccc(C)cc3)c2=O)cc1 | 7.8 | 15.2 | -3.0 | -13.9 | -0.3 | / | 1.8 | -1.1 | -4.7 | -0.9
CCCS(=O)(=O)c1c(S(=O)(=O)CCC)c2c3ccccc3ccn2c1C(N)=O | -7.0 | 1.0 | 3.1 | -12.7 | -0.3 | / | 4.1 | 0.4 | 18.8 | 2.7
Cc1ccc(S(=O)(=O)N2CCC(Oc3cccc(C(F)(F)F)c3)CC2)cc1 | 44.1 | / | 12.5 | -15.5 | -0.6 | 1.1 | 7.4 | 2.1 | -4.8 | 1.8
Cc1ccc2cccc(OCC(=O)Nc3ccc(N4CCOCC4)cc3)c2n1 | -8.6 | 17.8 | -9.8 | -2.9 | -0.2 | -0.6 | -2.0 | 0.9 | 0.1 | 0.3
COc1cccc(-n2c(=O)c3cc(OC)c(OC)cc3n(CC(=O)Nc3cc(C)[nH]n3)c2=O)c1 | -2.6 | -1.0 | -14.2 | -10.5 | -0.2 | 2.7 | -0.9 | 1.3 | 2.8 | 0.3
CC1CCC(NC(=O)c2[nH]c(C(F)(F)F)nc2-c2ccccc2)CC1 (configuration not stated) | / | / | -2.5 | / | / | 1.5 | / | -0.2 | 1.8 | /
Fc1ccc(C[n+]2csc3ccccc32)cc1 | 13.6 | 20.8 | -11.4 | 2.3 | i | 2.0 | 5.7 | ? | -2.1 | 0.0
N#C/C(=C(/O)CN1CCOCC1)c1nc2ccccc2s1 | -6.6 | -11.2 | 8.5 | / | -0.5 | / | 2.9 | 0.1 | -4.1 | -0.8
Cc1cc(OCC(=O)OCC(=O)N2CCc3ccccc3C2)ccc1Cl | 15.9 | / | -2.2 | -0.6 | i | -1.5 | / | -9.8 | -2.3 | -0.8
COc1ccc(NC(=O)C2CCCN2c2ccc(OC)c(OC)c2)cc1OC (configuration not stated) | -1.3 | 10.4 | 7.7 | 22.0 | i | / | -1.9 | 0.3 | -6.5 | -1.3
COc1ccc(OCc2nnc(SCC(=O)N3C(C)CCCC3C)o2)cc1 (configuration not stated) | 17.8 | 20.3 | 8.7 | -7.0 | -1.2 | 0.8 | 3.7 | -0.8 | 6.3 | 0.1
CCOc1cc(N2CCOCC2)c(OCC)cc1NC(=O)c1c(-c2ccccc2Cl)noc1C | 1.0 | 13.1 | 21.1 | 28.4 | -2.4 | 3.2 | 5.1 | -0.6 | -8.6 | 1.0
Cc1c(C(=O)CN2CCOCC2)[nH]c2ccccc12 | -1.4 | 31.9 | -6.7 | -1.0 | -0.2 | / | -5.2 | 0.5 | -5.2 | -1.4
COc1ccccc1NC(=O)c1ccc(CN(c2cc(Cl)ccc2C)S(=O)(=O)c2ccccc2)cc1 | 7.8 | 28.6 | 0.1 | -6.2 | 4.0 | / | -4.1 | -0.1 | -1.3 | -0.4
CN(C)S(=O)(=O)c1ccc(C(=O)N2CCOCC2)cc1 | -7.0 | 32.9 | -6.3 | -5.7 | -0.4 | / | 3.2 | -0.2 | -1.7 | -2.5
O=C(CSc1nc(N2CCCCC2)nc(N2CCCCC2)n1)c1ccccc1 | -5.4 | 18.2 | 11.7 | -12.3 | i | / | 4.5 | -0.1 | -1.5 | -1.8
Cc1ccc(C(=O)N2NC(c3ccc(F)cc3)C3C(=O)N(c4ccc(C)cc4)C(=O)C32)cc1 (configuration not stated) | -3.9 | 3.9 | 4.5 | -25.5 | -0.2 | 1.2 | 3.7 | 0.9 | 3.2 | -1.5
CCc1ccc(-c2cc(C)no2)cc1S(=O)(=O)NCc1ccc(OC)c(OC)c1 | 7.4 | 9.7 | 13.7 | -10.5 | -0.5 | 0.1 | -0.3 | 1.5 | -0.8 | 0.3
O=C1/C(=C\c2ccc(O)c(O)c2)SC(=S)N1Cc1ccccc1 | -1.1 | 1.8 | 12.7 | 17.2 | i | 0.1 | 10.6 | 7.0 | -10.5 | 8.2
COC(=O)Cc1ccc(NC(=O)C(c2ccccc2)c2ccccc2)cc1 | 3.5 | -4.8 | 3.4 | -8.2 | -0.2 | 0.8 | 7.5 | 0.0 | -2.0 | 0.6
O=C1c2ccc3c4c(ccc(c24)C(=O)N1c1cccc(O)c1)CC3 | 9.1 | 28.4 | 1.4 | -1.1 | -0.4 | 0.8 | -1.2 | 0.6 | -1.0 | 8.0
Cc1ccc(NC(=O)c2cc(S(=O)(=O)N3CCCCC3)cs2)cc1 | 1.1 | 28.5 | -5.8 | -5.8 | -1.7 | -0.7 | 9.2 | -0.3 | -1.7 | 2.1
O=C(COC(=O)c1cnccn1)c1ccc(Cl)cc1 | 1.3 | 26.2 | -8.7 | 1.2 | -0.5 | 1.0 | 3.3 | -0.7 | -1.0 | 0.4
CN(CC(=O)Nc1ccccc1)CC(=O)Nc1ccccc1Cl | 2.1 | 0.1 | -5.5 | -1.5 | 0.6 | 0.9 | 2.2 | -2.5 | -3.5 | 0.7
COC(=O)c1cc(S(=O)(=O)NC2CCC(C)CC2)cn1C (configuration not stated) | 0.6 | 17.9 | 12.6 | -18.4 | i | 1.1 | -0.5 | -1.3 | -1.3 | 1.6
Oc1ccc(-c2csc(Nc3ccc4c(c3)OCO4)n2)c(O)c1 | -6.9 | / | 5.7 | 35.7 | 1.2 | -0.4 | / | 0.2 | -7.4 | 2.0
CC(C)OC(=O)CN1C(=O)C(C)(C)Oc2ccc(C(=O)NC3CC3)cc21 | -5.0 | 28.0 | -3.5 | -6.5 | -0.3 | / | -1.8 | -0.7 | 3.7 | 0.5
O=C(CSc1nc(O)c(Cc2ccccc2F)c(=O)[nH]1)N1CCCCCC1 | -2.2 | 2.6 | -18.4 | -3.7 | -0.2 | / | 3.4 | 0.2 | 3.6 | 0.4
CCCN1CNC(=S)N(CCc2ccccc2)C1 | -4.6 | 2.9 | 2.4 | -2.1 | -0.2 | 1.0 | 3.9 | 0.0 | -2.2 | 0.1
COCC(=O)N(Cc1ccc(OC)cc1)Cc1nc2ccccc2c(=O)[nH]1 | -4.9 | 1.2 | 7.8 | 10.6 | i | / | 1.3 | -0.1 | 0.9 | 0.3
O=C(Cn1c(=O)cnc2ccccc21)N1CCN(S(=O)(=O)c2ccccc2Br)CC1 | 1.1 | / | 4.8 | -0.6 | i | 0.1 | / | 0.7 | -6.0 | 0.5
COc1ccc(NC(=O)N(Cc2ccc(C)cc2)Cc2ccccn2)c(OC)c1 | -3.0 | / | 1.5 | -7.7 | 0.1 | 0.2 | -0.8 | 0.3 | -8.1 | 0.0
CCOc1cc2[nH]c(=S)n(CCc3ccc(OC)c(OC)c3)c(=O)c2cc1OCC | -7.0 | -8.3 | -7.3 | -6.7 | / | / | 3.9 | -1.1 | -2.6 | -1.6
CCN(CC)c1ccc(NC(=O)COC(=O)Cc2ccsc2)cc1 | 14.6 | / | -1.3 | 6.7 | i | -1.0 | / | 3.6 | -1.3 | 0.0
CC1(C(=O)Nc2cccc3cccnc23)CCN1C(=O)CCC1CCCC1 (configuration not stated) | 14.0 | / | 11.9 | / | -0.4 | 1.6 | / | 0.0 | -1.6 | /
CCOC(=O)CSc1nnc(Cn2nnc(-c3ccccc3)n2)n1C | -0.8 | 12.1 | -5.9 | -0.5 | 2.9 | / | 1.9 | -0.2 | 2.5 | -0.9
COc1ccc(C(NC(=O)C2CCCCC2)c2c(O)ccc3ccccc23)cc1 (configuration not stated) | -2.7 | 1.9 | -3.4 | 5.5 | 1.1 | -0.2 | 0.3 | -2.6 | 0.0 | -0.7
Nc1ccc2nc(-c3ccccn3)[nH]c2c1 | -23.9 | 7.5 | 4.6 | 96.1* | i | / | -8.8 | -0.5 | -1.5 | 2.0
CC(=O)c1cc(-c2ccccc2)n(CC(=O)Nc2ccc(C)c(C)c2)c1C | 36.7 | -4.5 | -5.8 | 2.9 | -0.2 | 0.7 | -2.8 | -1.2 | -1.6 | -1.2
Cc1cccc(CNS(=O)(=O)c2ccc(-c3ccc(=O)[nH]n3)s2)c1 | 0.3 | -1.9 | 15.1 | -0.6 | 0.5 | -6.5 | -1.1 | -0.1 | -3.7 | 0.0
CC(C)NC[C@H](O)COc1cccc2[nH]ccc12 | 7.2 | 18.1 | 1.9 | -1.0 | 0.3 | 0.8 | / | 0.0 | 0.1 | -2.6
COc1cc2cc(CN(CCO)S(=O)(=O)c3ccccc3Cl)c(=O)[nH]c2cc1OC | 1.4 | 20.0 | -21.8 | 10.1 | i | / | 0.1 | ? | -1.6 | 1.0
Nc1c(-c2ccccc2)nnn1Cc1ccccc1 | -7.8 | / | -4.9 | -12.3 | -0.4 | -0.4 | / | -0.7 | -4.9 | -0.6
